C2C12 statin: suppressors of statin myotoxicity in C2C12 myotubes, primary screen, cell-based, single point, plate reader; 0.78% of 330,000 active; rescue of ATP level, % at 7.49 µM; AID 602340, 2012; C2C12 myotubes + simvastatin, ATP luminescence, 48 h; scaled: DMSO 0, geranylgeraniol control 100;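 active means mean ATP rescue above about 67%, or every replicate alone reaching that limit, limit read from the data, passing the limit was not always enough; inconclusive means no clear call, values can overlap the other calls; inactive means mean under the limit and some replicate under it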;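 further: myotubes were challenged with 10 µM simvastatin during compound exposure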
PglD DTNB: C. jejuni PglD acetyltransferase inhibitors, primary screen, biochemical, DTNB colorimetric, single point. UDP-N-acetylbacillosamine N-acetyltransferase PglD (Campylobacter jejuni). purified PglD enzyme, DTNB colorimetric CoA detection. inhibition, % at 12.5 µM. 0.098% of 360,000 active. AID 602405, 2012; in the data active means inhibition above about 16%, passing the limit was not always enough; inconclusive means no clear call, values can overlap the other calls; further: strong numbers were not always called active
ERp5 inh: inhibitors of ERp5-driven insulin aggregation, primary screen, biochemical, turbidity, absorbance 650 nm, single point; Protein disulfide-isomerase A6 (Homo sapiens), Q15084; 90 min; inhibition, % at 9.99 µM; 0.05% of 350,000 active;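 active means mean replicate inhibition above about 25%, with every replicate also reaching it, limit read from the data, passing the limit was not always enough; inconclusive means only one of those two criteria met; inactive means neither criterion met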
Target sequence (Q15084 whole entry, looked up): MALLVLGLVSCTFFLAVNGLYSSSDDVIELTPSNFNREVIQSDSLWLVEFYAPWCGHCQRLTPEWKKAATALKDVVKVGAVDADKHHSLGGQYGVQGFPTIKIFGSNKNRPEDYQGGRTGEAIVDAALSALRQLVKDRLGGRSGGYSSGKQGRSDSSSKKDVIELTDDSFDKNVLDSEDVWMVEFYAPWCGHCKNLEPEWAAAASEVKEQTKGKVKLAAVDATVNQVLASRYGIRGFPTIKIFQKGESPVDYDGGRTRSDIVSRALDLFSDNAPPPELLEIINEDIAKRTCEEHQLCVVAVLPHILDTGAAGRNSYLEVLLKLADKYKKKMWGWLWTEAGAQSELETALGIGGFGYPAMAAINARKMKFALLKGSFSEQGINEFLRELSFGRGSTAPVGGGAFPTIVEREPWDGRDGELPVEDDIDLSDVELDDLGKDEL
DENV2 CPE rescue: inhibitors of DENV2 cytopathic effect, primary screen, cell-based, plate reader, single concentration; DENV2-infected cells, cytopathic effect rescue; CPE inhibition, % at 9.99 µM; 1.7% of 350,000 active; AID 651640, 2012; in the data active means CPE inhibition above about 20%, passing the limit was not always enough; inconclusive means no clear call, values can overlap the other calls; tested in BHK-21 cells;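 further: 0% = median of neutral control wells and 100% = median of positive control wells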
SIRT5 block: SIRT5 desuccinylase inhibitors, primary screen, biochemical, fluorescence imaging, single point, set 5. NAD-dependent protein deacylase sirtuin-5, mitochondrial (Homo sapiens), Q9NXA8. Purified SirT5, succinyl-peptide AMC, trypsin-coupled fluorescence. inhibition, % at 15 µM. 1.1% of 330,000 active; in the data active means inhibition above about 15%; inconclusive means no clear call, values can overlap the other calls
Target sequence (Q9NXA8 whole entry, looked up): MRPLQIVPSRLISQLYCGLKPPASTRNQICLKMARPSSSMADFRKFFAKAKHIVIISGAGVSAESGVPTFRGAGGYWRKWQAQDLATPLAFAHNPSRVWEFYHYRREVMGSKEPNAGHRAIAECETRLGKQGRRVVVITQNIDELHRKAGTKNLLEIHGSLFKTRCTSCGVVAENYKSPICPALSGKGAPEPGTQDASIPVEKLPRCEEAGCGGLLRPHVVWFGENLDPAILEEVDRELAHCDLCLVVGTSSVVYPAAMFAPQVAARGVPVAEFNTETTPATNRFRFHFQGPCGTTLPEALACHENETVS
S100A4 MyoIIA: inhibitors of S100A4-myosin IIA peptide binding, primary screen, biochemical, fluorescence polarization, TAMRA-MyoIIA peptide | 0.14% of 360,000 active | AID 652163, 2013 | inhibition, % at 10.7 µM;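 active means mean inhibition of at least 70% across replicates, with every replicate also reaching that level; inconclusive means mean inhibition reaches 70% but some replicates fall short; inactive means mean inhibition below 70%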
Target sequence (P26447 whole entry, looked up): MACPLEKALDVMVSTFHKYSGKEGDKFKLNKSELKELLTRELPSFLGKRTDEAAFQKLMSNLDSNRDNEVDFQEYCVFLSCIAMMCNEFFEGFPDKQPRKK
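Material: human S100A4 monomer with TAMRA-labelled myosin IIA peptide; buffer or medium: HEPES pH 7.2 with CaCl2, KCl, NaCl, DTT, Triton; compound dosing: one concentration per compound; schedule: 5 min incubation before reading; benchmarks: neutral control DMSO, positive control TFP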
E-sel inducer: E-selectin induction in HUVECs, primary screen, imaging, HUVEC, immunofluorescence imaging, single point; AID 686992, 2013; activation, % at 7.58 µM; normalized: neutral wells 0, TNF-alpha wells 100; P16581; 0.37% of 260,000 active;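 active means mean E-selectin-positive cell signal at least 10% of the positive control, reached in at least 60% of replicates, without over 20% cell loss; inconclusive means no rule given, readout overlaps actives, possibly toxicity-flagged; inactive means the rest, including those meeting only one limit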;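 further: in these data hits start at about 27%; measured in HUVEC primary endothelial cells; signal is the percent of cells scored E-selectin positive by PE staining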
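System: HUVEC / Compound: single concentration / Signal: immunofluorescence imaging / Read-out: percent E-selectin-positive cells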
* marks the source's active call; other numbers are inactive results; ? = inconclusive; · = not tested or not shown; & = joins results of further samples. Not all compounds are listed; the hit share may differ from the screen's.

SMILES	C2C12 statin	PglD DTNB	ERp5 inh	DENV2 CPE rescue	SIRT5 block	S100A4 MyoIIA	E-sel inducer
CN1C(C(=O)NCc2cccc(Br)c2)CC2Cn3c(nc4cc(Cl)c(Cl)cc43)C21 (stereo not drawn)	-2.5	1.5	3.5	-7.7	-3.0	-1.1	-0.1
O=C1CC2(CCN(C(=O)COc3ccc(Cl)cc3)CC2)Oc2ccccc21	14.5	·	-5.3	5.1	-1.1	2.9	·
C[C@H]1CN([C@@H](C)CO)C(=O)c2cccc(NS(=O)(=O)c3cn(C)cn3)c2O[C@H]1CN(C)CC1CC1	-11.1	-3.7	0.0	0.0	-4.4	4.9	-0.2
O=C(Nc1ccc2ccccc2c1)c1ccc(Cl)cc1	-4.3	-3.3	1.2	-2.1	-2.5	-8.4	·
O=C(CN1C(=O)C(=O)c2ccccc21)OCN1C(=O)c2ccccc2C1=O	11.6	2.7	16.9	2.2	-4.7	0.6	·
C/C(=N\NC(=O)Cc1c(C)[nH][nH]c1=O)c1cccc(Br)c1	·	·	1.1	-2.2	-3.7	0.6	2.4
C[C@H](CO)N1C[C@H](C)[C@H](CN(C)C)Oc2ccc(NC(=O)Nc3cccc4ccccc34)cc2CC1=O	4.8	-3.4	1.0	35.3*	0.3	-10.5	2.0
O=C(CSc1nnc2ccc(-c3cccnc3)nn12)Nc1cccc(F)c1	·	·	-0.3	10.5	-1.1	0.2	-1.6
Cc1cccc(C)c1NC(=O)[C@@]1(CC(=O)O)CC(/C=C/c2ccccc2)=NO1	6.7	-2.3	-0.3	-3.8	-1.2	-3.7	·
O=C(NNC(=S)Nc1ccc(Cl)cc1)c1ccccc1	-2.8	0.4	1.5	9.7	-0.3	-0.7	-0.4
CC(C)(C)OC(=O)N1CCCC(C(=O)Nc2cccc(C(=O)NC3CC3)c2)C1 (stereo not drawn)	8.7	-2.7	-1.9	?	·	-1.8	0.0
O=S(=O)(Nc1cccc2ccccc12)c1cccs1	·	-2.0	1.7	-11.7	3.4	-6.8	·
Cc1noc(C)c1NC(=O)Nc1ccc2c(c1)CC(=O)N([C@@H](C)CO)C[C@H](C)[C@@H](CN(C)Cc1ccc(C(=O)Nc3ccccc3N)cc1)O2	·	·	2.7	-5.8	6.4	0.1	-3.0
C[C@@H]1C[C@H]2[C@@H]3CCC4=CC(=O)C=C[C@]4(C)[C@@]3(F)[C@@H](O)C[C@]2(C)[C@H]1C(=O)CO	9.6	7.5	5.0	-5.8	2.2	0.2&15.2	0.1
COc1ccc2oc(=O)c(C(=O)NCc3ccc(F)cc3)cc2c1	-6.6	-3.6	1.8	-0.4	1.9	2.8	·
O=C(Cc1ccccn1)N1CC(=O)N2[C@H](CO)[C@@H](c3ccc(-c4ccc(F)cc4)cc3)[C@H]2C1	·	·	8.6	-11.8	-1.3	3.0	-0.3
CCn1c2ccccc2c2cc(NC(=O)c3cccc(OC)c3OC)ccc21	·	·	1.4	3.1	-4.5	-2.8	·
CCN1CCc2c(OCc3ccc(C)cc3)cccc2C1=O	·	·	0.6	-3.9	8.4	-5.1	0.0
CC(C)Oc1ccc(CSc2ncn[nH]2)cc1	·	·	-2.4	5.5	-5.7	1.3	·
Cc1ccc(NC(=O)CN(C)C(=O)c2ccc(COc3ccccc3)cc2)cc1	-4.4	5.2	6.0	?	-0.5	-0.9	·
COC(=O)[C@H](NCc1ccc(OC)c(B(O)O)c1)C(C)C	-4.3	-1.8	0.5	2.9	-2.6	-1.7	-1.7
COCC(=O)N1C[C@@H](C)[C@H](OC)CN(C)C(=O)c2ccc(NC(=O)c3cc(C)on3)cc2OC[C@@H]1C	-14.6	-0.2	-1.5	9.0	2.8	10.6	0.3
Cc1ccc(C(=O)NCC(=O)N2CCCCCC2)cc1	-4.5	-3.6	3.9	8.5	-6.6	-3.9	-0.1
CC12CCC(C(=O)Nc3c(Cl)cccc3Cl)(C(Br)C1=O)C2(C)C (stereo not drawn)	·	·	5.1	1.4	-4.2	1.0	1.6
Cc1nnc2ccc(-c3ccc(NS(=O)(=O)c4ccc(F)cc4F)cc3)nn12	-16.9	7.5	-0.2	-2.6	2.1	-3.1	-0.4

The list continues:
SMILES	C2C12 statin	PglD DTNB	ERp5 inh	DENV2 CPE rescue	SIRT5 block	S100A4 MyoIIA	E-sel inducer
CNC(=O)c1c(NC(=O)CS(=O)(=O)c2ccccc2)sc(C)c1C	·	·	3.9	-4.7	-1.0	-5.4	·
CN[C@H]1C[C@H]2c3[nH]c4c(-c5ccccc5)cccc4c3CCN2C(=O)[C@H]1[C@H](C)O	·	·	1.3	?	-2.9	-0.6	-0.4
COc1ccc(NC(=O)c2ccc(C(=O)c3cc(OC)ccc3OC)cc2)cc1	-78.3	4.4	0.9	-6.6	-1.1	-1.3	·
CCCNC(=O)Nc1ccc2c(c1)OC[C@@H](C)N(CCC(F)(F)F)C[C@@H](C)[C@@H](OC)CN(C)C2=O	2.7	-4.9	4.1	-3.2	8.7	7.1	-0.1
COCCn1c(SCC(=O)Nc2ccc(F)cc2F)nc2c(c1=O)SCC2	7.8	-2.1	-5.5	-1.4	3.8	-5.8	-0.4
Cc1cccc(CC(=O)NCCS(=O)(=O)N2CCN(c3cccc(Cl)c3)CC2)c1	16.3	3.7	4.6	3.8	-1.9	0.0	-0.2
CCc1nnc(NC(=O)/C=C/c2cccs2)s1	-10.9	9.8	2.1	2.9	-0.4	1.7	1.4
O=C(Cc1ccccc1)N1C[C@@H]2[C@H](c3ccccc31)[C@H](CO)N2C(=O)Cc1ccccc1	61.2	-0.4	-8.8	16.6	5.3	-1.8	0.4
CC(C)NC(=O)N(C)C[C@H]1Oc2ncc(C#Cc3ccncc3)cc2C(=O)N([C@H](C)CO)C[C@H]1C	-1.6	0.5	3.8	16.7	3.2	0.0	-0.9
COc1ccc(CNC(=O)N2CCN(S(=O)(=O)c3ccc(C)cc3C)CC2)cc1	14.4	2.8	3.8	-3.1	-3.2	-6.3	·
CCN1C/C(=C\c2cc(OC)c(OC)c(OC)c2)C2=NN(c3ccccc3)C(c3cc(OC)c(OC)c(OC)c3)C2C1 (stereo not drawn)	·	·	-6.6	-12.8	-4.1	-1.5	0.0
CCCNC(=O)Nc1nc(C(N)c2ccc(OC)cc2)cs1 (stereo not drawn)	-1.3	-1.3	3.5	-8.2	·	-5.5	0.5
Fc1ccc(-c2ccc(/C=N/n3cnnc3)o2)cc1	6.8	-1.5	-0.4	9.5	3.7	-0.7	0.5
N/C(=N\c1nc2ccccc2o1)NC(=O)c1ccc(Cl)cc1	-35.2	·	-5.1	-2.2	-3.9	1.1	·
Cc1ccccc1NC(=O)CNC(=O)c1ccc(C(F)(F)F)cc1	·	·	2.9	14.8	·	-5.0	·
CN(C)c1nc(N(C)C)nc(N(C#N)Cc2ccc(Cl)cc2)n1	-5.0	-2.7	1.9	5.3	3.1	-2.2	-0.1
COCC(=O)N1CC2(CCN(Cc3cccnc3)CC2)c2c(n(C)c3cc(OC)ccc23)[C@H]1CO	·	·	1.3	-4.9	-1.7	-0.6	0.1
O=S(=O)(N1CCCCC1)n1nnc2cc3ccccc3cc21	·	·	1.7	?	·	-9.6	-0.2
C[C@@H]1CN([C@H](C)CO)C(=O)c2c(c3ccccc3n2C)-c2ccccc2CO[C@@H]1CN(C)Cc1ccncc1	-10.4	2.6	5.3	7.5	14.3	-4.5	-0.3
COc1ccc(C(=O)N2CCN(Cc3ccccc3C(F)(F)F)CC2)cc1	-2.0	6.2	1.6	-1.6	-5.0	0.5	·
C[C@H]1CN([C@@H](C)CO)C(=O)c2cccc(N(C)C)c2O[C@@H]1CN(C)Cc1ccc(Cl)c(Cl)c1	94.7*	3.9	2.4	4.7	-1.2	-17.5	0.1
COc1cccc(N2CCN(C(=O)c3ccc(CS(=O)Cc4ccccc4Cl)o3)CC2)c1 (stereo not drawn)	-4.0	2.5	-1.2	2.3	7.6	-8.9	0.1
Cc1cc(OC(=O)c2ccc(C(F)(F)F)cc2)c([N+](=O)[O-])c(=O)[nH]1	-4.8	0.8	0.0	-4.1	-11.5	-6.5	-0.1
C[C@H](CO)N1C[C@H](C)[C@H](CN(C)S(=O)(=O)c2cccs2)OCCCC[C@H](C)Oc2ccc(NC(=O)CCC(F)(F)F)cc2C1=O	·	2.1	1.7	-14.2	3.4	13.1	-0.1
Cc1noc(C)c1NC(=O)N[C@H]1C=C[C@@H](CC(=O)Nc2ccc(-c3ccccc3)cc2)O[C@@H]1CO	-1.8	-1.4	4.4	-0.7	-2.9	7.3	0.0

Reprinted from the entries so far for reference:
SMILES	C2C12 statin	PglD DTNB	ERp5 inh	DENV2 CPE rescue	SIRT5 block	S100A4 MyoIIA	E-sel inducer
O=S(=O)(N1CCCCC1)n1nnc2cc3ccccc3cc21	·	·	1.7	?	·	-9.6	-0.2
C[C@@H]1CN([C@H](C)CO)C(=O)c2c(c3ccccc3n2C)-c2ccccc2CO[C@@H]1CN(C)Cc1ccncc1	-10.4	2.6	5.3	7.5	14.3	-4.5	-0.3
COc1ccc(C(=O)N2CCN(Cc3ccccc3C(F)(F)F)CC2)cc1	-2.0	6.2	1.6	-1.6	-5.0	0.5	·
C[C@H]1CN([C@@H](C)CO)C(=O)c2cccc(N(C)C)c2O[C@@H]1CN(C)Cc1ccc(Cl)c(Cl)c1	94.7*	3.9	2.4	4.7	-1.2	-17.5	0.1
COc1cccc(N2CCN(C(=O)c3ccc(CS(=O)Cc4ccccc4Cl)o3)CC2)c1 (stereo not drawn)	-4.0	2.5	-1.2	2.3	7.6	-8.9	0.1
Cc1cc(OC(=O)c2ccc(C(F)(F)F)cc2)c([N+](=O)[O-])c(=O)[nH]1	-4.8	0.8	0.0	-4.1	-11.5	-6.5	-0.1
C[C@H](CO)N1C[C@H](C)[C@H](CN(C)S(=O)(=O)c2cccs2)OCCCC[C@H](C)Oc2ccc(NC(=O)CCC(F)(F)F)cc2C1=O	·	2.1	1.7	-14.2	3.4	13.1	-0.1
Cc1noc(C)c1NC(=O)N[C@H]1C=C[C@@H](CC(=O)Nc2ccc(-c3ccccc3)cc2)O[C@@H]1CO	-1.8	-1.4	4.4	-0.7	-2.9	7.3	0.0

Next section:
SMILES	C2C12 statin	PglD DTNB	ERp5 inh	DENV2 CPE rescue	SIRT5 block	S100A4 MyoIIA	E-sel inducer
CCOC(=O)c1ccc(NC(=S)NCCCN2CCN(C3CCCCC3)CC2)cc1	10.0	3.0	3.1	-2.2	-14.4	0.3	0.7
OC[C@H]1[C@@H](c2ccc(Br)cc2)[C@@H]2CNCCCCN12	29.8	4.6	-2.6	?	2.9	0.7	-0.2
COc1ccc(-c2cnc3c(c2)C(=O)N([C@@H](C)CO)C[C@H](C)[C@H](CN(C)C(=O)C2CCOCC2)O3)cc1	8.2	-2.8	-1.5	6.5	-3.5	-4.0	0.2
COc1ccc(Cl)cc1C(=O)NNC(=O)c1ccc(F)c(S(=O)(=O)N2CCOCC2)c1	0.8	-4.2	2.0	-6.9	-1.1	13.5	-0.3
Cc1nn(C)c(C(=O)NC(=S)Nc2ccccc2Br)c1Cl	-0.9	-8.0	-6.2	-9.3	-2.7	-1.5	0.9
Clc1ccc2c(NCCNC3CCCCC3)ccnc2c1	-122.1	-0.5	1.2	-2.7	-8.1	1.1	0.2
COc1ccc(Cl)cc1-n1c(N)c(C(N)=O)sc1=S	13.2	-2.7	-0.8	-6.3	-0.8	-6.0	·
NC(=O)C1CCN(C(=O)CCNS(=O)(=O)c2ccccc2F)CC1	-1.2	2.3	4.7	8.4	0.5	17.7	-0.7
Cn1nc(C(=O)OCC(=O)c2ccc(Cl)cc2)c2ccccc2c1=O	2.0	-1.8	-4.5	-8.9	-4.2	4.5	-0.1

High-throughput results from PubChem.
